Redox H2O2 prof = compounds producing H2O2 with reducing agent – biochemical, NIH compound library profiling, artefact control for MLSCN library redox annotation, primary screen | 200,000 compounds, 0.03% hits | DTT-dependent redox cycling H2O2, phenol red/HRP absorbance; 100% = 100 µM peroxide control, 0% = buffer | activation, % at 10 µM;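 active = activation of at least 50% relative to the plate's high and low controls in the primary single-dose screen; inactive = activation below 50%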;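 also: compound incubated with DTT at 0.8 mM final as the reducing agent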
PPARg SRC-3 ag = PPARgamma agonists recruiting SRC-3 coactivator, primary screen, biochemical; biochemical PPARgamma/SRC-3 coactivator recruitment assay; activation, % at 8 µM; 200,000 compounds, 0.26% hits; AID 731, 2007; in the data active = activation above about 23%;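 also: 0% = DMSO and 100% = reference agonist; some compounds past the cut are filed as inactive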
Target sequence (P37231 whole entry, looked up): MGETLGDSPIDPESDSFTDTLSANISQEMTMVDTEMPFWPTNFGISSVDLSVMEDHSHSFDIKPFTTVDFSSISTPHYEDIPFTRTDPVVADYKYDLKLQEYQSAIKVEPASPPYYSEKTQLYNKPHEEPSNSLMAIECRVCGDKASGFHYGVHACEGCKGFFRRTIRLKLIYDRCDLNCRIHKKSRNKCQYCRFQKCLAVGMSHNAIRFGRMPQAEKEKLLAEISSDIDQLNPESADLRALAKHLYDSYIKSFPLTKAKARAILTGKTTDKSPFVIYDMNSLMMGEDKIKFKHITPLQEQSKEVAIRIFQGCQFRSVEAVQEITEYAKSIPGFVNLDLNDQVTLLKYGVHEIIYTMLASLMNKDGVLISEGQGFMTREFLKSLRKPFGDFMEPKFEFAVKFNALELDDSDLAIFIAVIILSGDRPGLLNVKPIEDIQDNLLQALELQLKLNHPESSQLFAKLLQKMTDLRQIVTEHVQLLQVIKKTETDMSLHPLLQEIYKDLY
bIAP inhibitor = bovine intestinal alkaline phosphatase inhibitors, primary screen, selectivity assay for TNAP inhibitor project, biochemical, bovine IAP, CDP-star luminescence. alkaline phosphatase, intestinal [Bos taurus]. purified bovine IAP, 30 min. inhibition, % at 20 µM. 190,000 tested, under 10 active. AID 1019, 2008;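 active = over 50% inhibition of intestinal alkaline phosphatase at 20 µM in the single-dose screen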
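System: Purified bovine intestinal alkaline phosphatase (IAP) enzyme | Input: IAP diluted 1/65,000,000 in the well | Also added: CDP-star chemiluminescent phosphatase substrate, 30 µM final | Dosing: 20 µM single dose | Times: Enzyme reaction for 30 min at room temperature | Detection: Luminescence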
S1P3 antag = S1P3 receptor antagonists, primary screen, cell-based; CHO S1P3 NFAT-BLA reporter, FRET fluorescence, antagonist mode; inhibition, % at 4.98 µM; 170,000 compounds, 0.27% hits; AID 485, 2006;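 active = inhibition above the plate cutoff, the mean inhibition of test wells on that plate plus 3 SD, cut at about 28% in these data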;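 also: cells challenged with S1P at its EC80 of 0.8 µM; blue over green emission ratio from cleaved BLA substrate after 4 h stimulation; 0% = S1P-stimulated wells and 100% = unstimulated DMSO-only wells; some compounds past the cut are filed as inactive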
ROMK primary = ROMK potassium channel modulators, primary screen, cell-based, thallium flux, MLSMR library; 130,000 compounds, 2% hits; Tet-inducible ROMK, thallium flux fluorescence; actives lie on both sides; B-score at 10 µM; AID 1918, 2009; ATP-sensitive inward rectifier potassium channel 1 (Homo sapiens), P48048;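 active = signal ratio slope over the read window, or its plate-corrected B-score, at least 3 SD from the plate mean, either direction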;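 also: B-score of the F/F0 ratio slope over 7 to 12 s after thallium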
Target sequence (P48048 whole entry, looked up): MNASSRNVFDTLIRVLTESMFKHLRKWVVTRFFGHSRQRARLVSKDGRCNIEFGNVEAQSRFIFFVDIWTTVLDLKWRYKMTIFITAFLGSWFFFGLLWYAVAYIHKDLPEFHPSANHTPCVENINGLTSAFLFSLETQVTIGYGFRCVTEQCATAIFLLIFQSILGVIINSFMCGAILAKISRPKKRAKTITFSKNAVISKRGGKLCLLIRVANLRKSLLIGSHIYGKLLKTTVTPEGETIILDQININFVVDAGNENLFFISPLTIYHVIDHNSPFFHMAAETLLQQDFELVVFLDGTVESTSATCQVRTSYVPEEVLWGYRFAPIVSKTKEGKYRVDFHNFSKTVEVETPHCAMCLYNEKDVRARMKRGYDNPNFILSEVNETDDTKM
bIAP activator = bovine intestinal alkaline phosphatase activators, primary screen, biochemical, bovine IAP, CDP-star luminescence; AID 1016, 2008; activation factor at 20 µM; 200,000 compounds, 0.17% hits; alkaline phosphatase, intestinal [Bos taurus]; purified bovine IAP, 30 min; stronger effect = higher value; fold of DMSO-control signal, blank-subtracted;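 active = activation factor of 2 or more at 20 µM, a signal rise over negative controls twice the positive control's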
TLR4-MyD88 BLA = inhibitors of TLR4-MyD88 association in cells, primary screen, cell-based, HeLa CL3-4, BLA complementation, FRET ratio. 200,000 compounds, 0.18% hits. HeLa CL3-4 TLR4/MyD88 BLA complementation. Toll-like receptor 4 (Homo sapiens) + Myeloid differentiation primary response protein …. inhibition, % at 8.4 µM; in the data active = inhibition above about 25%;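 also: 0% = vehicle and 100% = reference inhibitor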
PPARg SRC-2 ag = agonists of PPARg-SRC-2 recruitment, primary screen, biochemical, HTS; Peroxisome proliferator-activated receptor gamma (Homo sapiens), P37231; PPARgamma LBD-SRC-2 recruitment; activation, % at 8 µM; 200,000 compounds, 0.34% hits; AID 1032, 2008; in the data active = activation above about 22%;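 also: 0% = vehicle and 100% = reference agonist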
TR-FRET SRC-2 ct = TR-FRET signal artefacts, primary screen, artefact control for PPARgamma SRC-2 agonist project, biochemical. TR-FRET ratio at 8 µM. 200,000 compounds, 0.4% hits. AID 1049, 2008. TR-FRET artefact counter-screen; stronger effect = higher value; in the data active = TR-FRET ratio above about 2000; also: inactives centre near 1500
L major viab = Leishmania major promastigote growth inhibition, primary screen. 200,000 compounds, 9% hits. Leishmania major promastigotes, resazurin fluorescence viability. inhibition, % at 10 µM; in the data active = inhibition above about 50%;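 also: promastigotes grown with compound for 44 hours at 28 °C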
PPARg SRC-1 ag = PPARgamma agonists recruiting SRC-1 coactivator, primary screen, biochemical | PPARgamma-SRC-1 coactivator recruitment biochemical assay | Peroxisome proliferator-activated receptor gamma (Homo sapiens), P37231 | 200,000 compounds, 0.41% hits | AID 631, 2007 | activation, % at 8 µM; in the data active = activation above about 19%;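 also: 0% = DMSO and 100% = reference agonist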
* = called active by the depositor; · = not tested or not shown.

Value order – Redox H2O2 prof | PPARg SRC-3 ag | bIAP inhibitor | S1P3 antag | ROMK primary | bIAP activator | TLR4-MyD88 BLA | PPARg SRC-2 ag | TR-FRET SRC-2 ct | L major viab | PPARg SRC-1 ag
- O=S(=O)(NC(=NCc1ccccc1)c1ccc(F)cc1)c1ccc(Cl)cc1
    0.4 | 5 | -4 | -17 | -0.22 | 1 | -1 | 4 | 1499 | 20 | 12
- CCc1nnc(NC(=O)CSc2nc(-c3ccccc3)c(-c3ccccc3)o2)s1
    -0.2 | -1 | 13 | 2 | 0.58 | 0.9 | 7 | -9 | 1543 | 12 | 1
- Cc1ccc2c(CN3CCN(Cc4ccc5c(c4)OCO5)CC3)cc(=O)oc2c1C
    -0.5 | 3 | -9 | -6 | · | 1.1 | 4 | 2 | 1587 | 73* | 2
- O=C(CN1CCOCC1)Nc1cc([N+](=O)[O-])ccc1Cl
    -0.2 | 4 | 9 | -10 | -0.14 | 0.9 | -10 | 2 | 1470 | -4 | -2
- COc1ccc(CNS(=O)(=O)c2cccc(S(=O)(=O)N3CCOCC3)c2)cc1
    0.2 | 2 | 10 | · | 1.8 | 0.9 | 7 | 9 | 1587 | 15 | 4
- COc1ccc(/C=C/C(=O)Nc2c(C)nn(C)c2C)cc1COc1ccc(Br)cc1
    0.8 | 5 | 5 | · | -0.63 | 0.9 | -5 | -2 | 1637 | 3 | 6
- COc1cc2c(cc1OC)C(c1ccccc1F)OC(=O)C2 (stereo not drawn)
    0.1 | 2 | 36 | -5 | · | 0.6 | -11 | 4 | 1542 | -4 | -5
- COc1ccc(NC(=O)N2CCN(c3cccc(C(F)(F)F)c3)CC2)cc1
    3.0 | -3 | 12 | -12 | · | 0.9 | 15 | -7 | 1387 | 0 | -2
- O=C(Nc1c(C(=O)C2CC2)oc2ccccc12)c1ccc(Cl)cc1
    0.4 | -1 | 9 | -3 | · | 0.9 | -3 | 1 | 1630 | -5 | 1
- Cn1c(=O)[nH]c(=O)c2c1nc(Sc1nc3ccccc3s1)n2Cc1ccccc1
    1.6 | -8 | -4 | -23 | -0.18 | 1 | -6 | -10 | 1250 | 38 | -1
- CCOc1ccccc1Nc1nc2ccccc2n2cnnc12
    0.0 | 5 | 0 | -18 | 0.56 | 1 | 5 | 8 | 1484 | -6 | 3
- CCCCOc1ccc(C2CC(=O)N(C)C2=O)cc1 (stereo not drawn)
    0.5 | -6 | -19 | · | -0.44 | 1.2 | -14 | -1 | 1414 | -6 | -3
- CC/C(=N\NC(=O)c1ccc(CN(C)S(=O)(=O)c2ccc(C)cc2)cc1)c1ccc(OC(F)F)cc1
    -0.3 | 0 | 4 | -1 | -1.4 | 1 | -6 | 0 | 1614 | 12 | 4
- CCCNS(=O)(=O)c1ccc(OCC(=O)N2CCC(C(=O)OCC)CC2)cc1
    0.2 | -3 | 20 | -7 | · | 0.8 | -7 | -10 | 1447 | -1 | -1
- Nc1n[nH]c(-c2ccccc2)n1
    -0.1 | -8 | 7 | · | · | 0.9 | 11 | 0 | 1467 | -4 | -5
- CCOc1ccccc1N1CSC2=C(C#N)C(c3c(OC)ccc4ccccc34)CC(=O)N2C1 (stereo not drawn)
    -0.6 | -2 | 5 | -31 | · | 1 | -8 | 4 | 1608 | 9 | 1
- COc1cccc(Oc2ccc(N/C=C/C(=O)C(C)(C)C)cc2)c1
    0.0 | 0 | 5 | 6 | -0.53 | 0.9 | -5 | -2 | 1511 | -1 | 3
- COCCn1c(SCc2ccccc2Cl)nc2c1c(=O)[nH]c(=O)n2C
    -0.1 | 3 | 1 | 9 | -0.6 | 1 | -4 | 10 | 1586 | 0 | 8
- O=C(O)CCCNC(=O)/C=C/c1ccco1
    -2.1 | 5 | 11 | -32 | -0.079 | 0.9 | -5 | 9 | 1790 | -5 | 4
- CCC(C(=O)NCCCc1ccccc1)c1ccccc1 (stereo not drawn)
    -0.4 | 7 | -16 | 24 | -0.43 | 1.2 | 6 | 6 | 1627 | 20 | 3
- CCOC(=O)c1c(C)[nH]c(C)c1C(=O)COC(=O)c1cccc(C)c1O
    -0.4 | 8 | 2 | 4 | 0.19 | 1 | 8 | 7 | 1717 | 11 | 1
- Cc1csc(SCC(=O)N2CCCC2)n1
    0.3 | 5 | 4 | -4 | 0.39 | 1 | 6 | 7 | 1630 | -4 | 4
- N#CCCSCc1ccc(C(=O)O)o1
    -1.7 | -1 | 6 | 12 | -0.043 | 0.9 | 8 | 8 | 1561 | -6 | 6
- COc1ccc(Cl)cc1S(=O)(=O)N1CCN(C)CC1
    -0.9 | · | 0 | -29 | · | 1 | · | · | · | -6 | ·
- O=C(O)CCCn1cc(NC(=O)COc2ccccc2[N+](=O)[O-])cn1
    0.7 | 2 | -11 | -14 | 1.4 | 1.1 | -8 | 4 | 1564 | -4 | 6
- O=C1C2CCCN2C(c2ccccc2)N1c1ccc(Cl)cc1 (stereo not drawn)
    2.2 | -10 | 3 | -30 | · | 1 | 1 | 6 | 1447 | 0 | -7
- O=C(N/N=C/c1cccn1-c1ccccc1)c1ccncc1
    0.2 | 2 | -1 | -2 | 0.28 | 1 | 5 | 11 | 1617 | -7 | 4
- CCOC(=O)C1=C(C)N(C)C(=S)NC1c1ccc(Cl)cc1 (stereo not drawn)
    0.3 | 1 | 18 | -3 | · | 0.8 | -2 | 4 | 1421 | 11 | -6
- CC(=O)Nc1ccc(NC(=S)NC(=O)c2ccc([N+](=O)[O-])c(C)c2)cc1
    0.5 | -6 | 8 | 0 | 0.6 | 0.9 | 12 | -5 | 1501 | -3 | -3
- NNC(=O)c1sc(-c2ccc(Cl)cc2)cc1N
    -0.8 | 5 | 8 | -20 | -0.45 | 0.9 | -3 | 12 | 1829 | -13 | 12
- COc1ccc(-c2noc(CCC(=O)Nc3cc(Cl)c(OC)cc3OC)n2)cc1
    0.7 | -6 | 2 | · | 0.41 | 1 | -13 | 5 | 1567 | -9 | 4
- CCCOC(=S)N/C(=N\S(=O)(=O)c1ccccc1)c1ccccc1
    2.4 | -5 | 4 | · | · | 1 | -6 | -5 | 1419 | -4 | 6
- O=C(COC(=O)COc1ccc(Cl)cc1)NC1CCCCC1
    2.0 | -1 | -2 | · | · | 1 | 12 | -5 | 1534 | -3 | -4
- O=C(OCC(=O)N(Cc1ccccc1)C1CCS(=O)(=O)C1)c1cc2c(s1)CCCC2 (stereo not drawn)
    -1.0 | 4 | 10 | 1 | -0.56 | 0.9 | -9 | -2 | 1824 | 37 | 8
- CC(C)Oc1ccc(C(=O)NC2CCCCC2)cc1
    0.3 | 6 | 0 | · | 0.71 | 1 | -1 | 0 | 1435 | -1 | -5
- O=C1Nc2cccnc2Sc2ccccc21
    1.3 | 19 | 1 | -30 | -0.051 | 1 | -14 | 5 | 1648 | 1 | -2
- CSc1cccc(NC(=S)N(CCCN2CCC(C)CC2)Cc2cccs2)c1
    -0.2 | 0 | 34 | -12 | -2.8 | 0.7 | 6 | 3 | 1497 | 61* | 0
- COc1cc(OC)nc(NC(=O)COC(=O)C2CCCCC2)n1
    3.3 | 3 | 9 | -2 | 1.2 | 0.9 | 9 | -7 | 1608 | -6 | 6
- CCOC(=O)C1=C(C)NC(=O)NC1/C(C)=C/c1ccccc1 (stereo not drawn)
    -0.9 | 4 | 14 | 14 | -0.11 | 0.9 | 12 | 6 | 1534 | -3 | 5
- O=C(CCN1CCOCC1)NNC(=S)NC(=O)c1ccc(Br)cc1
    0.8 | 7 | -31 | -4 | 0.3 | 1.3 | -23 | 9 | 1627 | -5 | 6
- COc1ccc(-n2cc(C(=O)c3cc(Cl)ccc3O)cc(C#N)c2=O)cc1
    -1.1 | 6 | 12 | -8 | 2.7* | 0.9 | -1 | -1 | 1564 | 30 | 10
- CCCn1nnnc1NC(=O)COc1ccc(CC)cc1
    0.2 | 3 | 11 | 6 | · | 0.9 | 13 | -1 | 1525 | 40 | -1
- COc1ccc(S(=O)(=O)N2CCCN(CC(=O)Nc3cc(NC(C)=O)ccc3OC)CC2)cc1
    -0.4 | 5 | -8 | 19 | · | 1.1 | 12 | 5 | 1702 | 1 | 8
- CCCCCCc1cc2cc(C(N)=O)c(=N)oc2cc1O
    0.3 | -3 | -29 | · | · | 1.3 | -20 | 3 | 1499 | 45 | -1
- C[N+](C)(C)CCOP(=O)(O)OP(=O)([O-])OC[C@H]1O[C@@H](n2ccc(N)nc2=O)[C@H](O)[C@@H]1O
    -1.1 | -1 | 3 | -4 | · | 1 | 5 | 5 | 1596 | -1 | 7
- O=C(Cn1cc(-c2nnnn2-c2ccc(Cl)cc2)c(=O)c2ccccc21)c1ccccc1
    1.9 | -12 | 4 | · | · | 1 | -1 | -4 | 1434 | -5 | 9
- Cc1nc2nc[nH]n2c(=O)c1NC(=O)c1c(-c2ccccc2Cl)noc1C
    -2.4 | 7 | 6 | 14 | 0.15 | 0.9 | 19 | 9 | 1558 | -9 | 5
- CCN(CC)C(=O)Cn1cc(/C=C(\C#N)C(=O)N2CCN(c3ccccc3)CC2)c2ccccc21
    1.9 | 6 | 3 | · | · | 1 | 0 | 5 | 1668 | 8 | 3
- CCOc1ccccc1N1CCN(C(=S)NCc2ccco2)CC1
    -0.1 | 1 | 5 | 10 | · | 0.9 | -7 | 0 | 1541 | -6 | 8
- CCOC(=O)C1=C(C)NC(c2cccs2)C(=O)N1 (stereo not drawn)
    -0.3 | -2 | 5 | 6 | 0.61 | 0.9 | -8 | 1 | 1454 | -8 | 3
- Cc1cc(C)cc(NC(=S)NCCN2CCOCC2)c1
    2.0 | -10 | · | · | · | · | 3 | -5 | 1427 | -2 | -2

Entries shown so far containing bromine:
Value order – Redox H2O2 prof | PPARg SRC-3 ag | bIAP inhibitor | S1P3 antag | ROMK primary | bIAP activator | TLR4-MyD88 BLA | PPARg SRC-2 ag | TR-FRET SRC-2 ct | L major viab | PPARg SRC-1 ag
- COc1ccc(/C=C/C(=O)Nc2c(C)nn(C)c2C)cc1COc1ccc(Br)cc1
    0.8 | 5 | 5 | · | -0.63 | 0.9 | -5 | -2 | 1637 | 3 | 6
- O=C(CCN1CCOCC1)NNC(=S)NC(=O)c1ccc(Br)cc1
    0.8 | 7 | -31 | -4 | 0.3 | 1.3 | -23 | 9 | 1627 | -5 | 6

Source: PubChem BioAssay
